PLK1 PBD inh – qHTS for Inhibitors of PLK1-PDB (polo-like kinase 1 - polo-box domain): Primary Screen | Serine/threonine-protein kinase PLK1 (Homo sapiens), P53350 | Plk1 PBD binding of FITC phosphopeptide, fluorescence polarization | Potency, µM, for inactives: max response, negative = inhibition, most hits filed as inhibitors | 360,000 compounds, 2.8% hits; note: potency is the fitted concentration of half-maximal effect; series mostly up to about 57 µM; % is set by controls: 0 for no effect and ±100 for the full control effect; nearly all actives have a fitted effect of over 65% in size
Target sequence (P53350 whole entry, looked up, the tested form may be a part): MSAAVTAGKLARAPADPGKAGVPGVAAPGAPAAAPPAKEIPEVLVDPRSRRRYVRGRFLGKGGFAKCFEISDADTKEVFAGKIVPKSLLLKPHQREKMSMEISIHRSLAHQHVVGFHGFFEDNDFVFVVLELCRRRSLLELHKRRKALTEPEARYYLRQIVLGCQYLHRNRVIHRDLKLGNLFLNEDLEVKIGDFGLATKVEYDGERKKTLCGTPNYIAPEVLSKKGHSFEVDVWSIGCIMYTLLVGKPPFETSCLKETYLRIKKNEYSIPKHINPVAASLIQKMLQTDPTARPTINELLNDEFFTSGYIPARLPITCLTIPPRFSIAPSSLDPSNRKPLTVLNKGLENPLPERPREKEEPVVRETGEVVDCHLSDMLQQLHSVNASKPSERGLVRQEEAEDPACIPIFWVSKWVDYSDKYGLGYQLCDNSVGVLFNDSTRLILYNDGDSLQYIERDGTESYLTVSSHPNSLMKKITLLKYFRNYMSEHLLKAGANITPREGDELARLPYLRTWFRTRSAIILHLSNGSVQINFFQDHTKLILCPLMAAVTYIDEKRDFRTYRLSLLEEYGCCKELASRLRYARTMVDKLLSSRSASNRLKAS
IL-2 act – qHTS of IL-2 Activators | IL-2 activation reporter assay, cell-based qHTS; stimulated with anti-CD3/CD4/CD28 beads; in transgenic mouse T cells | activation, % (series mostly up to about 46 µM) | 360,000 compounds, 0.065% hits; in the data active = activation above about 50%; inconclusive = mostly about 30% to 49%; note: 0% is about no effect
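EGFP and DsRed fluorescence is measured by plate cytometry in unstimulated transgenic mouse T cells exposed to compound for 60 minutes, then stimulated 18 hours at 37 degrees C with anti-CD3/anti-CD4 beads plus anti-CD28.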
HEK293 tox – qHTS of GLP-1 Receptor Inverse Agonists: Cytotox Screen | HEK293 cAMP-luciferase reporter cells, luminescence, 24 h | Potency, µM (titrated, usually from 38.3 µM), without a hit: at the top dose activity change, negative = inhibition, most hits filed as inhibitors | 410,000 compounds, 0.13% hits | AID 624418, 2012;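 note: loss of luciferase light is scored as toxicity; potency is the fitted concentration of half-maximal effect; % is set by controls: 0 for no effect and ±100 for the full control effect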
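A 23 nL compound transfer followed 12 hours of cell culture at 37 deg C; exposure then lasted 24 hr. Luciferase assay detection reagent was dispensed and plates read for luminescence after a 12 min room-temperature wait.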
EPAC1 ag – qHTS for Agonist of cAMP-regulated guanine nucleotide exchange factor 3 (EPAC1): primary screen; Rap guanine nucleotide exchange factor 3 (Homo sapiens), O95398; EPAC1 agonist qHTS, biochemical assay; response scale: 100% = response to 6.5 mM cAMP; Potency, µM (top dose mostly 154 µM), without a hit: at the top dose activation, most hits filed as activators; 360,000 compounds, 0.073% hits; AID 720707, 2013; note: potency is the fitted concentration of half-maximal effect; nearly all actives have a fitted effect of over 60% in size
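Read-out is the fluorescence drop as BODIPY-GDP leaves Rap1B (480 nm excitation, 540 nm emission), recorded every 5 minutes over 30 minutes. Reactions held 100 nM EPAC1, 250 nM Rap1B–BODIPY-GDP and 50 uM GDP, with 6.5 mM cAMP setting full activation.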
PI5P4Ka inh – qHTS for Inhibitors of phosphatidylinositol 5-phosphate 4-kinase (PI5P4K) | Phosphatidylinositol 5-phosphate 4-kinase type-2 alpha (Homo sapiens), P48426 | PI5P4Kalpha enzyme, ADP-Glo luminescence, 60 min; stronger effect = lower value | max response, % | 330,000 compounds, 1.2% hits; active = max response of -50% or lower; inconclusive = between -30% and -50%; inactive = -30% or higher; note: value at the top dose of about 77 µM; % is set by controls: 0 for no effect and ±100 for the full control effect
Target sequence (P48426 whole entry, looked up): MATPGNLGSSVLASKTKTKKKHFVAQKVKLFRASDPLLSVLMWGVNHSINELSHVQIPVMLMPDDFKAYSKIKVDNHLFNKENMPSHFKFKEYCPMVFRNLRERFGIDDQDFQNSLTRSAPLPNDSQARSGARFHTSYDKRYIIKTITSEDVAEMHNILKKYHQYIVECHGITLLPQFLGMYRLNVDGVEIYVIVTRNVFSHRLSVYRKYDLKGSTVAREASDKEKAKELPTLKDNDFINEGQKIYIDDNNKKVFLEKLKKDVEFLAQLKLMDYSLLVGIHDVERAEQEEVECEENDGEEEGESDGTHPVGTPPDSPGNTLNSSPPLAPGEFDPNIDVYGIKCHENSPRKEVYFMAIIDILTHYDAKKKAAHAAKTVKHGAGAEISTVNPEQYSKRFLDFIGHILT
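Controls without substrate or without enzyme flank wells where PI5P4Kalpha converts substrate using 5 microM ATP (final). Incubation lasts 60 minutes at room temperature; ADP formed is read by ADP-Glo luminescence.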
PTHR1 ag – qHTS for PTHR1 Agonists: Primary Screen; Parathyroid hormone/parathyroid hormone-related peptide receptor (Homo sapiens), Q03431; HEK293 GP2 PTHR1 cells, GloSensor cAMP luminescence, 1 h; Potency, µM (top dose mostly 115 µM), for inactives: top-dose activation, hits mostly activators; 410,000 compounds, 0.075% hits; note: potency is the fitted concentration of half-maximal effect; nearly all actives have a fitted effect of over 55% in size; some results filed as inactive show a strong effect at the top dose; inactives centre near -15; many of its hits are not listed in these tables
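HEK-293-derived GP2 cells expressing PTHR1 and a GloSensor cAMP reporter, 3,000/well, plated overnight, given luciferin plus IBMX (each 0.5 mM as added) for 1 h at 37 °C, then compound for 1 h at 37 °C. Luminescence was read after 15 min at room temperature.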
EPAC1 antagonist – qHTS for Antagonist of cAMP-regulated guanine nucleotide exchange factor 3 (EPAC1): primary screen; AID 720709, 2013; Potency, µM (highest dose often 115 µM), for the others: at the highest dose activity change, negative = inhibition, most hits filed as inhibitors; EPAC1 GEF assay, Rap1b-BODIPY-GDP exchange fluorescence; 360,000 compounds, 0.14% hits; Rap guanine nucleotide exchange factor 3 (Homo sapiens), O95398;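 note: potency is the fitted concentration of half-maximal effect; plate controls were vehicle for no effect and positive control for full effect; nearly all actives have a fitted effect of over 50% in size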
GLP1R ag – qHTS of GLP-1 Receptor Agonists; Glucagon-like peptide 1 receptor (Homo sapiens), P43220; HEK293 GLP-1R CRE-luciferase, luminescence, 4-6 h; cells express a hypersensitive GLP-1R form; Potency, µM (series often up to 45.6 µM), without a hit: top-dose activation, most hits filed as activators; 380,000 compounds, 0.007% hits; AID 624172, 2012; note: potency is the fitted concentration of half-maximal effect; % of control where 0% means no effect
GLP-1R inv ag – qHTS of GLP-1 Receptor Inverse Agonists (Inhibition Mode); 410,000 compounds, 1.6% hits; Potency, µM (top dose mostly 38.3 µM), without a hit: top-dose activity change, negative = inhibition, usual class: inhibitors; HEK293 GLP-1R CRE-luciferase, luminescence, 24 h; GLP-1R form is constitutively active; note: potency is the fitted concentration of half-maximal effect; % is set by controls: 0 for no effect and ±100 for the full control effect; nearly all actives have a fitted effect of over 55% in size
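Stable HEK293 clone (constitutively active GLP-1R + cAMP-response luciferase); 200 cells/uL plated, 12 h pre-culture, compound 24 hr, 37 deg C/5% CO2; detection reagent 12 min RT; luminescence.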
Active calls of the source: *; i = inactive; ? = inconclusive; nt = not tested or not shown; [ ] = another dose, or the depositor's remark. Unless noted, calls come from the whole dose curve; as a rule, active = well fitted curve in the direction sought with a large enough effect; inconclusive = small, poorly fitted or top-dose-only effect, or another doubt; inactive = no such curve, though single readings can be large; an effect the other way counts as inactive or inconclusive. An excerpt. The share of hits here may be higher or lower than overall.

SMILES	PLK1 PBD inh	IL-2 act	HEK293 tox	EPAC1 ag	PI5P4Ka inh	PTHR1 ag	EPAC1 antagonist	GLP1R ag	GLP-1R inv ag
O=C(COC(=O)C1CCN(S(=O)(=O)c2cccc3cccnc23)CC1)c1ccccc1	-2%	-0.5	-13%	2%	1	-19%	-3%	-4%	26%
CSc1nc(-c2ccccc2)cn1-c1ccc(NC(C)=O)cc1	-3%	-0.9	-4%	1%	9	-6%	-6%	15%	12%
Cc1sc2c(c1C)c(=O)n(-c1ccc(F)cc1)c(=O)n2CC(=O)NCc1ccco1	-4%	1.2	-5%	-7%	5	i	-18%	-9%	38%[activator]
Oc1ccc(-c2nnc(Nc3ccccc3)c3ccccc23)cc1	-12%	-4.3	4%	1%	0	i	?	6%	3%
CCOc1ccc(OCC)c(NC(=O)CC2Oc3ccc(C)cc3NC2=O)c1 (stereo not drawn)	1%	-1.3	0%	-4%	1	-31%[inhibitor]	-10%	11%	?
Cc1ccc[n+](Cc2ccc([N+](=O)[O-])cc2)c1	-4%	-0.1	-31%	-2%	8	-16%	6%	-4%	8%
O=C(CCSCc1ccccc1F)NCCc1ccccc1	-9%	-0.9	0%	-3%	3	-9%	8%	12%	?
O=C(CCN1C(=O)c2cccc3cccc(c23)C1=O)NCc1cccnc1	-2%	-5.6	0%	-1%	1	-10%	5%	0%	19%
Cc1nn(C)c(C)c1S(=O)(=O)Nc1ccc2c(c1)OCO2	-7%	-1.6	-13%	0%	0	i	-25%	-3%	7%
O=C(O)c1ccc(Nc2nc(-c3ccc([N+](=O)[O-])cc3)nc3ccccc23)cc1	?	-2.3	1%	-5%	0	i	-20%	4%	18%
O=C(c1ccc(-c2ccc(Cl)cc2)o1)N1CCN(S(=O)(=O)c2cccs2)CC1	-4%	0.9	-13%	-4%	1	-36%[inhibitor]	-25%	2%	11%
Cc1noc2ncnc(N3CCN(c4ccccc4F)CC3)c12	nt	nt	3%	nt	nt	-15%	nt	16%	5%
CCc1ccccc1-n1c(-c2ccncc2)n[nH]c1=S	-7%	-3.1	4%	-1%	nt	i	1%	-6%	0%
O=C(Nc1nnc(CCc2ccccc2)s1)c1cccs1	-5%	0.2	8%	5%	-20	17%[57.5 µM]	-3%	1%	17%
CCOc1ccc(CCNC(=O)c2cccnc2N2CCCC2)cc1OCC	-9%	-0.6	46%[activator]	1%	-10	i	8%	28%	15%
COc1ccc([N+](=O)[O-])cc1NC(=S)NC(NC(C)=O)C(Cl)(Cl)Cl (stereo not drawn)	27µM*	-2.5	2%	-9%	-4	i	-7%	-1%	?
O=C(O)CCNS(=O)(=O)c1ccccc1C(F)(F)F	-3%	0.7	-5%	3%	2	i	-24%	-1%	0%
COCCN(C(=O)c1ccc(N2C(=O)c3ccccc3C2=O)cc1)c1c(N)n(CC(C)C)c(=O)[nH]c1=O	8%	-0.1	-17%	5%	3	i	7%	0%	0%
COc1cccc(NC(=O)CN(C)C(=O)CCC(=O)c2cc(C)sc2C)c1	-5%	-2.3	-4%	5%	4	-22%	-7%	8%	-1%
CCc1ccc(CNc2ccc3c(c2)ncn3CC)cc1	-2%	-4.7	-2%	-6%	-9	-34%[inhibitor]	?	21%	52%[activator]
O=C(Cn1cnc2ccccc21)Nc1cccc([N+](=O)[O-])c1	7%	0.7	10%	0%	-8	-27%	-7%	-6%	-23%
COc1ccc2nc(C)cc(NCc3cccc(C(F)(F)F)c3)c2c1	-8%	-0.7	?	11%	1	-12%	8%	4%	2.8µM*
O=C(CN1C(=O)c2ccccc2C1=O)NCC(=O)OCC(=O)c1ccc(Br)cc1	-9%	-4.5	5%	-7%	-9	-14%	0%	-11%	-4%
Cc1ccc(-c2nn3c(C)nnc3s2)cc1NCc1c(F)cccc1Cl	-4%	1.3	-16%	11%	nt	-14%[57.5 µM]	8%	14%	12%
Cc1ccc(CNC(=O)CNS(=O)(=O)c2cccc3nsnc23)cc1	-5%	-0.2	-12%	4%	-6	i	4%	-3%	0%
Nn1c(SCC(=O)Nc2ccccc2Br)nnc1-c1ccco1	1%	-2.6	-2%	-4%	-2	-23%	-14%	0%	7%
CC(NC(=O)c1cccc(S(=O)(=O)N(C)C)c1)c1nc2ccccc2[nH]1 (stereo not drawn)	?	-1.0	-4%[7.66 µM]	-4%	4	-11%	-1%	3%	3%[7.66 µM]
O=C(Cc1c(O)c2ccccc2[nH]c1=O)NCc1ccc(F)cc1	-2%	-2.1	-3%	5%	3	i	10%	6%	6%
O=C(NCC1CCCO1)/C(=C\c1ccc(Cl)cc1)NC(=O)c1ccccc1 (stereo not drawn)	-6%	0.6	-15%	-2%	6	i	-11%	-8%	4%
Cc1cccc(-c2c3c(nc4c2c(=O)n(C)c(=O)n4C)-c2ccccc2C3O)c1 (stereo not drawn)	-14%	-0.9	-5%	2%	0	i	7%	9%	9%
C=CCNC(=O)COC(=O)c1cccnc1Nc1ccccc1F	-13%	3.0	-4%	0%	0	-5%	17%	13%	7%
COCC(C)n1c(C)cc(C(=O)COC(=O)c2cccn2C)c1C (stereo not drawn)	-10%	0.0	7%	-10%	3	-79%[inhibitor]	-16%	-5%	?
CC(C)c1nc2oc3c(NCc4cccnc4)ncnc3c2c2c1CCC2	0%	-0.4	5%	5%	nt	i	4%	24%	73%[activator]
Cc1ccc(-c2csc(Cc3nc(-c4ccc5c(c4)CCC(=O)N5)cs3)n2)cc1	-19%	3.6	0%	-17%	-17	-19%	-9%	15%	9%
COC(=O)c1ccc(CN(c2ccccn2)S(=O)(=O)c2ccccc2)cc1	-4%	-0.2	58%[activator]	2%	-3	i	-6%	12%	23%
CC(C)(C)NC(=O)COc1ccc2oc3c(c2c1)CCCC3	-17%	-2.0	-15%	0%	0	-18%	6%	12%	?
CCN(CC)Cc1cc(C(C)(C)C)cc(N2CCOCC2)c1O	-4%	0.5	2%	-3%	3	i	-3%	9%	?
O=C(NCCN1CCCC1)c1ccc(Cl)cc1Cl	-5%	0.6	-1%	2%	-1	i	-2%	9%	-5%
COc1ccc(/C=C/C(=O)O)cc1S(=O)(=O)N1CCCc2ccccc21	-19%	-0.6	12%	17%	-30	-14%	9%	7%	16%
COCCCN(C(=O)c1ccc2ccccc2n1)c1c(N)n(Cc2ccccc2)c(=O)[nH]c1=O	-19%	1.4	1%	11%	3	-10%	-6%	-1%	28%
Cc1ccccc1-n1c(SCC(=O)Nc2ccccc2Cl)nc2n[nH]c(C)c2c1=N	-10%	-4.3	-10%	13%	1	-30%[inhibitor]	-18%	17%	60%[activator]
COc1ccc(OCCCC(=O)NCCc2ccccc2)cc1	-12%	0.8	8%	4%	-2	i	4%	11%	3%
CC(NC(=O)C(=O)NCCCn1ccnc1)c1ccccc1 (stereo not drawn)	6%	-5.0	-1%	5%	2	i	-22%	0%	-29%
CCOc1ccc(NC(=O)c2ccc3c(SCC(=O)O)c4c(nc3c2)CCC4)cc1	nt	nt	6%	nt	nt	i	nt	3%	7%
O=S(=O)(Nc1ccc(S(=O)(=O)N2CCCC2)cc1)c1ccc(F)cc1	-12%	0.3	6%	-1%	1	-5%	10%	2%	-12%
Cc1ccc(C(=O)NNC(=O)C2CSC3(C)CCC(=O)N23)cc1 (stereo not drawn)	-7%	-0.4	2%	1%	8	i	-14%	8%	-1%
O=c1[nH]c(SCc2ccc(Cl)cc2)nc2c1CCC2	-1%	3.7	1%	-6%	9	-3%[57.5 µM]	0%	19%	39%[activator]
CSc1nnc(C)c(=O)n1COC(=O)c1ccc(S(=O)(=O)N2CCCC2)cc1	-11%	0.4	21%	11%	4	i	1%	-15%	5%
CCOc1ccc(CN(C)C(=O)CNC(=O)c2ccc3ccccc3c2)cc1OC	-11%	0.6	14%	-9%	1	-46%[inhibitor]	?	10%	-14%
COc1cccc(CC(=O)N2CCC(n3nccc3NC(=O)C3CCOC3)CC2)c1 (stereo not drawn)	2%	-0.2	3%	-5%	0	i	5%	-7%	25%
O=C(CSc1nc(=O)n(CCN2CCOCC2)c2c1CCCC2)Nc1cccc([N+](=O)[O-])c1	0%	1.7	5%	9%	2	i	-13%	17%	-2%
O=C(CSc1nnc(-c2cccnc2)o1)Oc1ccccc1	-16%	-1.9	16%	10%	nt	-37%	-3%	-1%	0%
Cc1ccc(NC(=O)c2c([N+](=O)[O-])c(C(C)(C)C)nn2C)c(C)c1	0%	0.5	7%	-5%	7	i	-7%	1%	-14%

A draw from above in order of formula weight, rising.
SMILES	PLK1 PBD inh	IL-2 act	HEK293 tox	EPAC1 ag	PI5P4Ka inh	PTHR1 ag	EPAC1 antagonist	GLP1R ag	GLP-1R inv ag
O=C(CSc1nnc(-c2cccnc2)o1)Oc1ccccc1	-16%	-1.9	16%	10%	nt	-37%	-3%	-1%	0%
Cc1ccc(NC(=O)c2c([N+](=O)[O-])c(C(C)(C)C)nn2C)c(C)c1	0%	0.5	7%	-5%	7	i	-7%	1%	-14%
COc1cccc(CC(=O)N2CCC(n3nccc3NC(=O)C3CCOC3)CC2)c1 (stereo not drawn)	2%	-0.2	3%	-5%	0	i	5%	-7%	25%

Screens: PubChem, National Center for Advancing Translational Sciences (NCATS)
